Source: PubChem BioAssay
SR-BI HDL uptake = inhibitors of SR-BI mediated HDL lipid uptake, primary screen, ldlA[mSR-BI] cells, fluorescence, single point; Scavenger receptor class B member 1 (Mus musculus), Q61009; ldlA[mSR-BI] CHO cells, DiI-HDL uptake fluorescence, 3 h; inhibition, % at 12.5 µM; 0.96% of 320,000 active; AID 488896, 2010;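 active means mean replicate inhibition of at least 70% and a set share of replicates each scoring 70 or more; inconclusive means meets just one of the two criteria; inactive means fails both criteria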;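 further: 0% = median of neutral control wells and 100% = median of positive control wells; values of inactives mirror those of a sister screen read the other way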
Target sequence (Q61009 whole entry, looked up): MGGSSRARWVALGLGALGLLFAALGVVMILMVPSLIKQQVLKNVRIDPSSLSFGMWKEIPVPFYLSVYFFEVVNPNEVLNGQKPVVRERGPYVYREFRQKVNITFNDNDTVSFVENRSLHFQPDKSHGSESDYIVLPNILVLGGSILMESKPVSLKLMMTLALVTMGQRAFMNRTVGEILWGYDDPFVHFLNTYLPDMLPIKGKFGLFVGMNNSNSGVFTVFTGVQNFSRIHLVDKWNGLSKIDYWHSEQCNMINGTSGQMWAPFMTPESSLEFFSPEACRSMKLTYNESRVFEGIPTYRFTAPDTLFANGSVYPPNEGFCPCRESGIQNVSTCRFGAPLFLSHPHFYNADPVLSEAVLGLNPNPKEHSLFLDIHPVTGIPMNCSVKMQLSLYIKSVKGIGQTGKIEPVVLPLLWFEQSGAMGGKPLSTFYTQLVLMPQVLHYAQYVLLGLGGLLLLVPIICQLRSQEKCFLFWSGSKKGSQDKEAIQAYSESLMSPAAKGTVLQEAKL
E coli growth = E. coli V3065 growth inhibition, primary screen, counter-screen for AddAB inhibitor project, absorbance, OD600; inhibition, % at 11.9 µM; 18 h; 0.27% of 330,000 active;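 active means inhibition above the campaign's mean inhibition across all tested compounds plus 3 SD, cut at about 9.9% in these data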;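 further: uninfected addAB+ strain grown without phage in ampicillin broth; 0% = DMSO wells and 100% = ciprofloxacin 0.95 µg/ml wells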
Wnt act = Wnt/beta-catenin pathway activators, primary screen, cell-based, plate reader, single point; Wnt/beta-catenin reporter cell assay, activator; activation, % at 9.35 µM; 1.2% of 300,000 active; in the data active means activation above about 30%, passing the limit was not always enough; inconclusive means no clear call, values can overlap the other calls;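 further: 0% = neutral control wells and 100% = positive control wells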
Tat export inh = E. coli Tat export inhibitors, primary screen, MC4100, TorA-mCherry reporter, fluorescence, single point; inhibition, % at 10 µM; 0.036% of 340,000 active; AID 488895, 2010;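 active means mean replicate inhibition at least 50% and at least half of replicates individually reaching 50%; inconclusive means only one of the two criteria met; inactive means neither criterion met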;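 further: exported cargo escapes ClpAP degradation while cytoplasmic cargo is degraded and loses fluorescence; 0% = median of neutral control wells and 100% = median of NaSCN control wells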
SR-BI DiI-HDL act = activators of SR-BI mediated DiI-HDL uptake, primary screen, ldlA[mSR-BI] CHO cells, DiI fluorescence; 3 h; 100 = double the neutral-control signal; activation, % at 12.5 µM; 0.096% of 320,000 active;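 active means mean replicate activation of at least 60% and every replicate at or above 60%; inconclusive means mean or all-replicate condition met, but not both; inactive means mean below 60% and not all replicates reaching 60%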;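 further: 0% = median plate neutral-control signal and 100% = twice that signal; values of inactives mirror those of a sister screen read the other way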
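system = CHO ldlA[mSR-BI] cells, LDL receptor-null, SR-BI overexpressing | medium = Ham's F12 with 0.5% BSA, HEPES 25 mM, pH 7.4 | probe or stimulus = DiI-HDL 10 µg/mL | compound dosing = single-point compound dose | incubation = compound exposure 3 h, 37 °C | technique = DiI fluorescence, bottom read | read-out = cell-associated DiI fluorescence as measure of HDL uptake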
AddAB inh = growth inhibition of E. coli expressing H. pylori AddAB, primary screen, AddAB inhibitor project, absorbance; inhibition, % at 11.9 µM; 0.29% of 330,000 active; in the data active means inhibition above about 12%;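 further: 0% = vehicle wells of infected cells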
MITF TRPM1 HTS = activators of MITF-driven TRPM1 promoter reporter, primary screen, cell-based, SK-MEL-5, luciferase, single point | SK-MEL-5 TRPM1-promoter luciferase, 24 h; % of positive control, neutral wells = 0 | activation, % at 12.5 µM | 0.75% of 300,000 active | AID 588334, 2011;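 active means mean activation of at least 80% with every replicate also reaching 80%; inconclusive means mean reaches 80% but some replicate falls short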;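 further: 0% = neutral control wells and 100% = parthenolide positive control wells; values of inactives mirror those of a sister screen read the other way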
CAL PDZ FP-1 = untagged CAL PDZ binding inhibitors, primary screen, biochemical, fluorescence polarization, HTS; AID 602252, 2012; purified CAL PDZ, TMR-peptide fluorescence polarization, 1 h; 0.92% of 300,000 active; inhibition, % at 24.9 µM;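 active means mean inhibition of at least 30% with at least half of replicates also reaching 30%; inconclusive means no clear call, values can overlap the other calls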;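 further: 0% = DMSO neutral control and 100% = excess unlabeled competitor peptide PRC23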
CAL PDZ FP-2 = CAL PDZ peptide-binding inhibitors, primary screen, biochemical, fluorescence polarization, Cer-tagged CAL PDZ, HTS; AID 504414, 2011; purified CAL PDZ, TMR-peptide fluorescence polarization, 1 h; inhibition, % at 20 µM; Golgi-associated PDZ and coiled-coil motif-containing protein (Homo sapiens), Q9HD26; 0.02% of 330,000 active;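 active means highest replicate inhibition of at least 40%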;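 further: plate controls were DMSO neutral control wells for no effect and unlabeled competitor peptide control wells for full effect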
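System: purified tagged CAL PDZ domain construct (CerCALP). Schedule: 1 h incubation at room temperature before polarization reading. Medium: 25 mM sodium phosphate pH 7.4, 150 mM NaCl, TCEP, IgG, Thesit. Read-out: percent inhibition from loss of millipolarization. Measured by: FP readout, S and P plane fluorescence. Probe or stimulus: fluorescent TMR peptide probe.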
phage Ecoli inh = growth loss of phage-infected E. coli, primary screen, RecBCD inhibitor project, absorbance, with phage, HTS; inhibition, % at 11.9 µM; 0.26% of 360,000 active; in the data active means inhibition above about 11%
* hit, by the source's call; ? = inconclusive; · = no result given. The order is random; 3.6% or so of the library scored in one or more.

structure	SR-BI HDL uptake	E coli growth	Wnt act	Tat export inh	SR-BI DiI-HDL act	AddAB inh	MITF TRPM1 HTS	CAL PDZ FP-1	CAL PDZ FP-2	phage Ecoli inh
Cc1ccc(CC(C(=O)O)C(C)C(=O)Nc2ccc(F)cc2)cc1 (centres undefined)	-1	·	4	-5	1	·	-1	5	·	0.2
CCCCN1C(=O)C(O)(CC(=O)c2ccco2)c2cc(Br)ccc21 (centres undefined)	-13	1.3	-14	-5	13	-1.1	-3	1	0.4	-1.3
Cc1cc(/C=N/n2cnnc2)c(C)n1-c1cc(Cl)ccc1Cl	1	1.1	-2	-1	-1	1.6	-6	0	-2.5	-0.8
COc1ccc(CN2CCN(C(=O)Cn3c(=O)oc4cc(Cl)ccc43)CC2)c(OC)c1OC	14	-0.8	-1	-2	-14	-0.7	-9	-1	0.2	0.6
CC(=O)c1cccc(N(CC(=O)NCCc2ccccc2)C(=O)c2csnn2)c1	0	-0.4	-1	-6	0	3.8	19	-10	-0.9	0.5
C=CCc1ccc(OCCOCCOc2ccc(C)cc2[N+](=O)[O-])c(OC)c1	17	0.9	·	9	-17	2.8	-17	-5	1.3	2.9
O=C1C=C(/C=C/c2ccccc2)C[C@@H](c2ccc3c(c2)OCO3)C1	20	2.3	0	4	-20	2.3	16	-2	0.1	4.5
Cc1ccc(NC(=O)CSc2nc3ccccc3c(=O)[nH]2)cc1[N+](=O)[O-]	-2	-1.2	0	10	2	1.6	-16	·	1.3	1.6
O=C(C1CCCN(S(=O)(=O)c2cc(Cl)ccc2Cl)C1)N1CCCC1 (centres undefined)	5	-2.3	-1	-8	-5	1.0	1	-2	-2.2	0.9
O=C(C1CCCC1)N1CCC(CC2CC(c3cccc(Br)c3)=NO2)(C(=O)NCC2CCCCC2)CC1 (centres undefined)	43	-0.2	-8	9	-43	2.5	7	-5	-2.4	1.9
CCN(CC)C(=O)CN1C(=O)c2cccc3cccc(c23)C1=O	6	-0.9	-1	0	-6	-1.3	2	5	-1.2	4.6
COc1cc(CC(=O)OCC(=O)Nc2ccc3c(c2)OCCO3)cc(OC)c1OC	-7	1.4	-4	0	7	-0.8	17	-1	-2.3	1.5
COc1ccc(CCNC(=O)/C=C/c2ccc(OC)c(S(=O)(=O)N3CCOCC3)c2)cc1	·	0.9	-1	2	·	-0.9	6	-1	-0.8	4.2
COc1ccc(C(=O)/C=C/Nc2ccc(S(=O)(=O)Nc3cccc(C(C)=O)c3)cc2)cc1	15	1.6	·	5	-15	6.3	-12	7	-1.6	1.2
O=C(CCCc1ccccc1)N=C1SC2CS(=O)(=O)CC2N1c1ccccc1F (centres undefined)	-7	-0.8	0	-2	7	0.7	10	-4	-0.9	-0.4
O=C(Nc1ccccc1-c1ccccc1)C1CCCCC1	-12	-0.7	·	3	12	-0.2	-4	0	-0.1	1.1
CCOC(=O)c1sc(NC(=O)CCN2CCN(CC)CC2)c(C(=O)OCC)c1C	-3	0.8	3	-5	3	3.1	5	-3	-4.4	3.9
O=c1c2c(n3cnnc3n1C1CCCCC1)-c1ccccc1CC21CCCCC1	6	1.6	·	-3	-6	-0.2	-4	1	-1.9	0.6
CC1=C(C(=O)OCC2CCCO2)C(c2ccc(Cl)c(Cl)c2)NC(=O)N1 (centres undefined)	-19	-0.8	-2	0	19	0.2	-10	8	-0.9	5.4
Cc1cnc(C(=O)OCC(=O)N2CCc3ccccc32)cn1	-1	2.4	-6	-1	1	2.1	0	-2	0.8	3.7
O=C(O)CCCc1c(-[n+]2ccccc2)[nH]c2ccccc12	-16	2.2	-1	-1	16	0.3	6	·	1.0	1.8
CCCCSc1nc2c(c(C(F)(F)F)c1C#N)CCC2	-7	-0.4	-6	2	7	1.9	·	-2	-0.7	0.3
O/C(=C\c1nc2ccccc2[nH]1)c1cccs1	3	-3.6	39*	-8	-3	0.2	6	-3	-1.2	-0.1
O=C1c2ccc3c4c(ccc(c24)C(=O)N1NC(=O)C(F)(F)F)CC3	-9	0.7	-3	-2	9	0.9	-8	-3	-2.2	2.2
Cc1cccc(N2CCN(C(=O)Cc3cn(C)c4ccccc34)CC2)c1C	28	2.1	-5	6	-28	2.2	-14	-2	0.1	0.1
NS(=O)(=O)c1ccc2nc(-c3ccccc3)c(-c3ccccc3)nc2c1	20	1.8	0	1	-20	3.3	0	-1	-3.2	-3.0
CCOc1ccc(C(=O)Nc2cc(C)on2)cc1OCC	25	-1.5	-6	-3	-25	-1.2	22	-2	0.4	2.8
CCOc1ccc(C2/C(=C(\O)c3ccc(OC)c(OC)c3)C(=O)C(=O)N2c2cc(C)on2)cc1OC (centres undefined)	-14	-0.2	·	-5	14	1.7	2	-2	-0.6	3.9
CCOc1c2ccc(C(=O)NCc3ccc4c(c3)OCO4)cc2nn1CCOC	3	-0.7	6	-5	-3	2.8	-3	-2	0.8	2.3
O=C(CCC(=O)Nc1ccccc1Cl)NNC(=O)COc1ccc([N+](=O)[O-])cc1	-17	0.2	-3	-10	17	-1.9	7	·	-0.5	1.7
COc1cccc(NC(=O)c2ccc(S(=O)(=O)N3CCCCC3)cc2)c1	20	-0.2	-2	19	-20	-0.2	-9	-1	-1.8	3.0
C/C=C/C(=O)OCC(=O)Nc1nc2ccc(C)cc2s1	4	1.8	-3	-12	-4	-0.3	28	-3	-1.3	1.3
c1ccc(-c2csc3ncnc(N4CCN(Cc5ccc6c(c5)OCO6)CC4)c23)cc1	23	1.0	1	4	-23	-0.2	0	-3	·	3.2
COc1ccc(C2(C(=O)Nc3ccc(C(=O)O)cc3)CCOCC2)cc1	-9	-3.0	-5	-2	9	-4.8	3	-3	-2.1	3.0
CCCC(NC(=S)NCC1CCCO1)C12CC3CC(CC(C3)C1)C2 (centres undefined)	·	-0.2	-1	6	·	0.1	-1	-2	-1.8	1.6
CC1(C)Cc2cccc(C(=O)Nc3ccc(F)cc3F)c2O1	·	-0.5	-5	2	·	3.8	·	5	1.0	2.1
CCc1ccc(C2NC(=S)NC3=C2C(=O)CC(C)(C)C3)cc1 (centres undefined)	2	0.9	·	4	-2	2.4	11	-5	-2.0	3.2
COc1ccc(C)cc1NC(=O)CN1C(=O)COc2ccc(S(=O)(=O)N3CCCCC3)cc21	-11	-0.5	-3	-1	11	4.7	9	4	-1.7	0.9
Cc1ccnc(NC(=S)NC(=O)c2cccs2)c1	2	-0.7	34*	-5	-2	3.2	65	2	-0.9	4.1
CSc1cccc(NC(=S)NCCCN2CCN(c3ccc(F)cc3)CC2)c1	-201	-0.8	-1	0	201*	-0.2	9	-3	-0.4	2.7

An excerpt from above in order of heavy-atom count, smallest number first.
structure	SR-BI HDL uptake	E coli growth	Wnt act	Tat export inh	SR-BI DiI-HDL act	AddAB inh	MITF TRPM1 HTS	CAL PDZ FP-1	CAL PDZ FP-2	phage Ecoli inh
CCCCSc1nc2c(c(C(F)(F)F)c1C#N)CCC2	-7	-0.4	-6	2	7	1.9	·	-2	-0.7	0.3
Cc1cnc(C(=O)OCC(=O)N2CCc3ccccc32)cn1	-1	2.4	-6	-1	1	2.1	0	-2	0.8	3.7
O=C1C=C(/C=C/c2ccccc2)C[C@@H](c2ccc3c(c2)OCO3)C1	20	2.3	0	4	-20	2.3	16	-2	0.1	4.5
CC1=C(C(=O)OCC2CCCO2)C(c2ccc(Cl)c(Cl)c2)NC(=O)N1 (centres undefined)	-19	-0.8	-2	0	19	0.2	-10	8	-0.9	5.4
CSc1cccc(NC(=S)NCCCN2CCN(c3ccc(F)cc3)CC2)c1	-201	-0.8	-1	0	201*	-0.2	9	-3	-0.4	2.7
CCOc1c2ccc(C(=O)NCc3ccc4c(c3)OCO4)cc2nn1CCOC	3	-0.7	6	-5	-3	2.8	-3	-2	0.8	2.3
COc1ccc(C(=O)/C=C/Nc2ccc(S(=O)(=O)Nc3cccc(C(C)=O)c3)cc2)cc1	15	1.6	·	5	-15	6.3	-12	7	-1.6	1.2
COc1ccc(CN2CCN(C(=O)Cn3c(=O)oc4cc(Cl)ccc43)CC2)c(OC)c1OC	14	-0.8	-1	-2	-14	-0.7	-9	-1	0.2	0.6

(next part)
structure	SR-BI HDL uptake	E coli growth	Wnt act	Tat export inh	SR-BI DiI-HDL act	AddAB inh	MITF TRPM1 HTS	CAL PDZ FP-1	CAL PDZ FP-2	phage Ecoli inh
O=C(NCc1cccnc1)c1ccc(Br)o1	3	1.3	-3	0	-3	1.6	2	14	-2.2	-0.1
CCOC(=O)CSc1snnc1C	-22	2.3	14	2	22	-1.6	·	-2	-2.1	1.9
O=C(NC1CCCCC1)c1ccc2c(c1)S(=O)(=O)c1ccccc1C2=O	26	-0.3	-4	-4	-26	1.6	14	-2	-1.0	3.9
CCCCNC(=O)c1sc2ncnc(N3CCc4ccccc4C3)c2c1C	52	-2.4	-4	11	-52	0.0	2	·	-1.2	2.6
CCNC(COC(=O)c1ccc([N+](=O)[O-])cc1)C1CCCCC1 (centres undefined)	-12	·	-4	12	12	·	-1	-10	-0.8	-1.1
COc1cc(SC)ccc1C(=O)Nc1cc(C)ccn1	25	0.9	29	?	-25	-1.2	26	2	-1.8	4.3
O=S(=O)(Nc1ccc(S(=O)(=O)Nc2nccs2)cc1)c1ccc(Br)cc1	-22	-1.6	1	-3	22	-2.0	-4	-5	-4.5	0.9
Cc1cc(Cl)ccc1NC(=S)N1CCOCC1	-5	2.0	·	4	5	2.7	-4	0	-1.7	3.1
CC1(C)CC(=O)/C(=C(/O)Cc2ccccc2)C(=NCCc2ccccc2)C1	4	0.4	·	8	-4	5.8	5	-4	-1.0	2.7
Cc1ccnc2nc(C(=O)OCC(=O)Nc3ccc([N+](=O)[O-])cc3Br)nn12	-11	0.7	4	-2	11	1.7	·	1	0.8	2.8
CN1C(=O)OC(C)(CCc2ccccc2)C1(C)O (centres undefined)	-9	-0.2	·	-5	9	3.6	6	5	-2.5	0.5
